PAFAH2 FP inh = PAFAH2 (human) inhibition; Q99487; recombinant PAFAH2, FP-rhodamine activity probe, fluorescence polarization; inhibition, % at 3.39 µM; 0.99% of 340,000 active;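 active = inhibition above the mean over all tested compounds plus 3 SD, cut at about 30% in these data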;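 note: inhibitors block probe labeling of enzyme so polarization drops; 0% = enzyme with DMSO and 100% = wells lacking PAFAH2 protein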
PAFAH1B3 FP inh = blocks human PAF acetylhydrolase 1B catalytic subunit 3; AID 492972; 0.28% of 340,000 active; Q15102; recombinant PAFAH1B3, FP-rhodamine probe, fluorescence polarization; inhibition, % at 3.39 µM;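 active = inhibition above the screen-wide average of all tested compounds plus 3 SD, cut at about 25% in these data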;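 note: 0% = enzyme with DMSO only and 100% = wells lacking PAFAH1B3 protein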
Target sequence (Q15102 whole entry, looked up): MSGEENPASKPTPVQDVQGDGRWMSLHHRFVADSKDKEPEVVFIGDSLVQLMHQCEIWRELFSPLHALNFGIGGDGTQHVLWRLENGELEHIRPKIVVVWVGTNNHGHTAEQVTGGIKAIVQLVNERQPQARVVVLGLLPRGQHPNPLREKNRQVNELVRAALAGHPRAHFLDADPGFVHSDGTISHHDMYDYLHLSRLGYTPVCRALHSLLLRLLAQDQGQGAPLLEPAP
LYPLA1 inh = blocks human lysophospholipase 1, a PME1 counter-screen; recombinant LYPLA1, FP-Rh probe fluorescence polarization; 0.16% of 320,000 active; O75608; inhibition, % at 5.9 µM; AID 2174;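 active = inhibition above the mean of all tested compounds plus 3 SD, set per campaign, cut at about 14% in these data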;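 note: inhibitors block serine hydrolase probe labeling of LYPLA1 so polarization falls; 0% = enzyme with DMSO and 100% = wells lacking LYPLA1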
Target sequence (O75608 whole entry, looked up): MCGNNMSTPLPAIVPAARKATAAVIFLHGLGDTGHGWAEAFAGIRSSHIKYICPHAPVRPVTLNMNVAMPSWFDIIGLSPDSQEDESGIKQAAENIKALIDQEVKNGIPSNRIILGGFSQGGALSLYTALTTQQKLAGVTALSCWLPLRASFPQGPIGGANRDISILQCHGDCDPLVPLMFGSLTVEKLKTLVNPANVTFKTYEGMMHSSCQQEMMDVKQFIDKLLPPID
GSTO1 counter = GSTO1 inhibition, counter-screen for RBBP9 inhibitors; P78417; recombinant GSTO1, activity-based probe fluorescence polarization; inhibition, % at 5.96 µM; 1.1% of 300,000 active; AID 1974;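 active = inhibition above the campaign mean inhibition plus 3 SD, cut at about 35% in these data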;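 note: 0% = GSTO1-1 with DMSO and 100% = wells lacking GSTO1-1 enzyme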
Target sequence (P78417 whole entry, looked up): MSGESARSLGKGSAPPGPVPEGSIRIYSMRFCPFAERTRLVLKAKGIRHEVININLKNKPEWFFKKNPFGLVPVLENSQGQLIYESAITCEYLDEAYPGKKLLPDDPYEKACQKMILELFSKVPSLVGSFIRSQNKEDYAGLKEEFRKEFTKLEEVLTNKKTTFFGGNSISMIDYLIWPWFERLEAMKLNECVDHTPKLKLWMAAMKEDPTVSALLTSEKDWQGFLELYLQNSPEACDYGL
PAD4 inh = PAD4 (human) enzyme inhibition | 0.41% of 330,000 active | inhibition, % at 6.36 µM | Q9UM07 | recombinant PAD4, RCA probe fluorescence polarization;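 active = percent inhibition above a cutoff equal to the mean of all tested compounds plus 3 SD, cut at about 15% in these data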;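 note: 0% = PAD4 with RCA probe and DMSO and 100% = probe without PAD4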
PREPL inhibitor = inhibitors of human prolyl oligopeptidase-like enzyme PREPL; 0.68% of 320,000 active; AID 2751; inhibition, % at 5.96 µM; recombinant PREPL, fluorescence polarization activity-based probe; Q4J6C6; in the data active = inhibition above about 43%;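 note: 0% = enzyme with DMSO and 100% = wells lacking enzyme; many of its hits are not listed in these tables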
pPAFAH FP inh = pPAFAH (human) enzyme inhibition; recombinant pPAFAH, FP-rhodamine probe fluorescence polarization; 1.5% of 330,000 active; inhibition, % at 3.39 µM;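 active = inhibition above the mean inhibition across the screen plus 3 SD, cut at about 25% in these data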;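 note: inhibitors block binding of the rhodamine activity-based probe so polarization drops; 0% = enzyme with DMSO and 100% = wells lacking pPAFAH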
LYPLA2 inh = blocks human lysophospholipase 2, a PME1 counter-screen; recombinant LYPLA2, FP-Rh probe fluorescence polarization; AID 2177; inhibition, % at 5.9 µM; 0.38% of 320,000 active; O95372;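 active = inhibition above the screen-wide mean plus 3 SD, limit set per campaign, cut at about 26% in these data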;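 note: 0% = LYPLA2 with DMSO and 100% = wells lacking LYPLA2 enzyme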
Target sequence (O95372 whole entry, looked up): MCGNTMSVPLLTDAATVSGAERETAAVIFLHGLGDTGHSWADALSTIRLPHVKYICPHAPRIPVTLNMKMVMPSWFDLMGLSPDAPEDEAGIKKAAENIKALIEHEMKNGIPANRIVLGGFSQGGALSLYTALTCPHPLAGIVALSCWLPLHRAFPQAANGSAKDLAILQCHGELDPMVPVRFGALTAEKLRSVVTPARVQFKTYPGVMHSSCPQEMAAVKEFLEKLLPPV
PAFAH1B2 inh = inhibitors of human PAFAH1B2; AID 492953; inhibition, % at 3.39 µM; 1.2% of 340,000 active; recombinant PAFAH1B2, FP-rhodamine activity probe, fluorescence polarization; P68402;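 active = inhibition above the mean of all tested compounds plus 3 SD, cut at about 24% in these data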;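 note: 0% = enzyme with DMSO and 100% = wells lacking PAFAH1B2; many of its hits are not listed in these tables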
Active calls of the source: *; . = not tested or not shown; + = active, no number.

SMILES | PAFAH2 FP inh | PAFAH1B3 FP inh | LYPLA1 inh | GSTO1 counter | PAD4 inh | PREPL inhibitor | pPAFAH FP inh | LYPLA2 inh | PAFAH1B2 inh
Cc1ccc(S(=O)(=O)NCC(c2ccccc2)N2CCCCC2)cc1 (centres undefined) | 2.9 | -3.5 | 1.9 | 0.7 | 6.5 | -14.4 | 4.7 | 3.0 | 9.2
CNC(=S)NNS(=O)(=O)c1ccc(OC)cc1OC | -4.9 | 7.3 | 1.3 | 9.6 | -0.6 | -3.4 | 3.6 | 3.7 | 9.5
CCCOc1nc2ccccc2cc1/C=C/C(=O)O | 7.1 | 10.1 | 1.6 | 10.4 | 0.6 | -2.4 | 0.1 | 9.2 | 1.8
O=C(NCc1ccco1)c1ccc(NC(=O)C2COc3ccccc3O2)cc1 (centres undefined) | -5.8 | 7.2 | -3.8 | -3.1 | -0.2 | -44.0 | 0.7 | -1.8 | -2.4
CCCCC1CCC(C(=O)Nc2ccccc2N2CCOCC2)CC1 (centres undefined) | -2.7 | 0.2 | 0.9 | . | 2.0 | 5.9 | 6.6 | 0.8 | 6.0
Cc1ccc(NC(=O)COC(=O)/C=C/c2cccs2)cc1 | 80.4* | -4.1 | -1.7 | -2.8 | 3.1 | 17.7 | 5.8 | 6.0 | -3.4
N#Cc1c(C(F)(F)F)cc(-c2ccco2)nc1SCc1ccncc1 | 10.2 | 1.8 | 2.2 | 0.9 | -15.9 | 20.6 | 22.0 | 4.3 | 3.7
CC(C)c1nc(SCC(=O)N2CC(=O)Nc3ccccc32)c2ccccc2n1 | -0.7 | 10.2 | 0.6 | 0.5 | 8.6 | -2.8 | 1.5 | -2.2 | 8.2
CC(C)CNc1nnnc2c1sc1nc(N3CCOCC3)c3c(c12)CCCC3 | 7.2 | 8.4 | 0.6 | -1.3 | -4.9 | 8.5 | 2.3 | 2.2 | 2.0
CC(C)(C)c1csc(NC(=O)C2COc3ccccc3O2)n1 (centres undefined) | -0.1 | 1.0 | -0.7 | 0.4 | 0.1 | -4.6 | -0.1 | -5.7 | 5.6
O=C1CC(C(=O)Nc2ccc(F)cc2)S/C(=N\N=C\c2ccco2)N1 (centres undefined) | 8.4 | 14.6 | 0.4 | -4.9 | -0.2 | -1.9 | 9.7 | 3.4 | 6.4
CN(C)C=C1C(=O)c2ccccc2C1=O | 3.6 | 1.6 | -0.1 | -19.8 | -5.2 | 12.2 | 3.3 | -5.9 | 7.6
CCOC(=O)c1c(C)oc2cc(Br)c(OC(=O)N3CCOCC3)cc12 | -2.8 | 7.8 | -1.4 | 8.7 | 5.3 | 7.0 | 0.3 | -2.9 | -1.6
COc1cccc(NC(=O)C/C(C)=N/NC(=O)c2ccccc2Cl)c1 | 1.1 | 11.5 | -1.3 | -10.0 | 2.2 | 11.4 | -4.6 | -0.3 | 5.9
Cc1ccc(NS(=O)(=O)c2c(C)[nH]c(C)c2C(=O)N2CCCCC2)cc1C | 13.1 | 14.2 | -4.2 | 0.6 | 0.4 | 0.8 | 5.4 | 0.2 | 13.0
Cc1cccc(CC2CC(=O)N(c3ccc([N+](=O)[O-])cc3)C2=O)c1 (centres undefined) | 0.2 | 6.4 | -1.8 | 4.8 | 2.0 | 3.1 | 4.5 | -1.0 | 2.9
COCCNC(=O)c1ccccc1NC(=O)Cc1ccccc1 | -1.2 | 6.5 | 1.1 | -11.7 | -3.3 | -1.0 | 3.7 | 0.0 | -0.1
CCOC(=O)C(OC(=O)c1sc(=S)n(C)c1C)C(C)=O (centres undefined) | -2.7 | 9.7 | 0.1 | 5.3 | -3.8 | -1.3 | 3.5 | -1.4 | -4.2
COC(=O)c1sc2ccccc2c1NC(=O)c1ccc(S(=O)(=O)N2CCCCC2C)cc1 (centres undefined) | -3.5 | 3.6 | -5.1 | 4.6 | 5.5 | 11.0 | -0.5 | -2.5 | -1.8
Cc1ccc(-c2nnc(SCC(=O)OC(C)C)n2N)cc1 | -5.6 | 2.5 | 2.3 | -2.5 | -7.4 | 8.2 | -3.2 | 11.7 | 4.0
NNC(=O)c1c(O)c2cccc3c2n(c1=O)CCC3 | -6.8 | 5.9 | -0.3 | 5.3 | 4.7 | 4.8 | 0.1 | -2.8 | -2.5
CC(Sc1nncs1)C(=O)NCC(=O)Nc1ccc(F)c(F)c1F (centres undefined) | 9.6 | 7.0 | 1.4 | 4.0 | -2.6 | -1.0 | 1.8 | 1.1 | 2.4
CCOC(=O)N1CCC(NC(=O)CC(NS(=O)(=O)c2ccc(C)cc2)c2ccco2)CC1 (centres undefined) | 0.4 | -0.1 | -0.8 | -3.9 | -1.9 | 18.7 | -2.8 | -1.2 | 4.3
Cc1sc2nc(CSc3nnnn3-c3ccc(Cl)cc3)[nH]c(=O)c2c1C | -10.6 | -11.9 | -14.4 | 2.1 | -2.2 | -10.8 | 4.8 | -22.3 | -6.1
O=c1ccc2cc(S(=O)(=O)N3CCN(c4ccccc4)CC3)ccc2o1 | -3.6 | -2.4 | 3.9 | -1.8 | -0.9 | -79.0 | 1.4 | 7.2 | 2.1
CCOc1ccccc1NC(=O)Nc1ccc(Cl)cc1 | 0.1 | 5.0 | -7.0 | -15.8 | 0.9 | 8.3 | 1.5 | -4.0 | -2.5
CC(=O)NC1C(=O)Nc2c1cccc2C(F)(F)F (centres undefined) | -3.5 | -8.4 | -1.1 | -4.8 | 1.9 | -9.5 | 3.9 | -2.8 | 0.7
CCCc1ccc(C#N)c(SC2CC(=O)N(c3ccc(OC)cc3)C2=O)n1 (centres undefined) | 11.6 | 3.4 | 0.3 | 3.4 | -9.4 | -9.2 | 4.0 | -0.5 | 3.8
O=C(O)C1CCCN(S(=O)(=O)c2ccccc2[N+](=O)[O-])C1 (centres undefined) | -2.7 | -1.7 | 0.2 | 18.8 | 4.2 | -5.7 | 1.1 | 5.0 | -0.9
C#CCNCCS(=O)(=O)N(Cc1ccc(Br)cc1)[C@@H](CC(C)C)C(=O)O | 0.3 | 7.1 | . | . | 0.2 | . | 7.4 | . | 14.6
Cc1nc(SCC(=O)NNC(=O)c2ccc(F)cc2)c2ccccc2n1 | -3.9 | 0.6 | . | . | 2.6 | 9.0 | 4.8 | . | -0.4
Cc1cnc(C(=O)NC2CC(C)(C)Cc3c2cnn3-c2ccccc2)cn1 (centres undefined) | 0.7 | 3.7 | 2.6 | 5.0 | 0.6 | 3.2 | -2.1 | 11.6 | 2.6
CCOc1cc2nc3c4ccccc4n(C)c3nc2cc1OCC | -19.7 | 9.7 | -3.4 | -10.7 | -5.9 | 6.1 | -0.7 | 2.4 | -1.8
Cc1cc(F)ccc1S(=O)(=O)Nc1nc2ccccc2nc1Cl | -6.3 | 1.8 | -1.0 | -4.7 | -5.3 | -11.7 | 0.3 | -4.0 | 1.2
Cc1ccc(Cn2nnc3c(=O)[nH]c(C4CCCN(C(=O)Nc5ccc(F)cc5F)C4)nc32)cc1 (centres undefined) | -4.0 | 8.5 | 0.1 | -11.6 | -1.8 | -1.9 | 2.5 | 8.5 | 4.3
Cn1c(SCC(=O)Nc2cc([N+](=O)[O-])ccc2F)nnc1C(F)(F)F | 1.7 | 0.7 | -0.1 | 5.0 | -7.7 | -1.9 | 4.7 | 4.7 | 4.8
O=C(CCCN1C(=O)c2ccccc2C1=O)NCc1cccnc1 | -5.5 | 4.1 | -2.5 | 11.6 | 0.2 | 9.5 | -3.5 | -12.3 | 0.8
Cc1ccc(Cn2c(CN3CCN(C(=O)c4ccco4)CC3)nc3c2c(=O)n(C)c(=O)n3C)cc1 | 7.9 | 8.4 | 0.0 | -5.0 | 0.9 | 9.6 | 3.0 | 2.3 | 2.3
Cc1ccccc1C1(CCN2CCCCC2)CCOC(C)(C)C1 (centres undefined) | 2.5 | 8.1 | -0.2 | 0.0 | -2.6 | 5.8 | 0.3 | 3.3 | 1.9
CC1CCC(NC(=O)N(CCCl)N=O)CC1 (centres undefined) | -10.9 | -0.4 | -0.2 | -2.2 | -6.4 | 5.2 | 2.5 | 7.2 | -5.5
C=CCn1c(Br)nc2c1c(=O)n(C)c(=O)n2C | -3.4 | -1.6 | -4.2 | 4.9 | -0.7 | 4.7 | 3.6 | -7.8 | -0.2
CCN(CC)C(=O)N1CCc2ccccc2C1CN1C(=O)c2ccccc2C1=O (centres undefined) | -1.6 | -0.2 | 0.7 | 1.3 | -1.3 | 0.5 | -0.9 | -1.1 | -2.7
C=C(C)c1cccc(C(C)(C)NC(=O)Nc2nnc(C(C)C)s2)c1 | -4.3 | 0.7 | -1.1 | -1.6 | 4.4 | -28.5 | -2.0 | -10.6 | 3.0
CN(C)C(CNC(=O)c1ccc(NS(=O)(=O)c2ccc3[nH]c(=O)[nH]c3c2)cc1)c1ccccc1 (centres undefined) | 13.6 | 2.4 | -1.2 | -16.5 | -4.3 | -2.1 | -0.2 | 4.3 | 3.1
CCNc1nc(N)c(C(=O)C23CC4CC(CC(C4)C2)C3)s1 | -0.9 | 5.6 | 4.6 | 3.7 | -0.4 | 5.3 | 5.1 | 6.4 | 5.6

Compounds above with a cyano group (2):
SMILES | PAFAH2 FP inh | PAFAH1B3 FP inh | LYPLA1 inh | GSTO1 counter | PAD4 inh | PREPL inhibitor | pPAFAH FP inh | LYPLA2 inh | PAFAH1B2 inh
N#Cc1c(C(F)(F)F)cc(-c2ccco2)nc1SCc1ccncc1 | 10.2 | 1.8 | 2.2 | 0.9 | -15.9 | 20.6 | 22.0 | 4.3 | 3.7
CCCc1ccc(C#N)c(SC2CC(=O)N(c3ccc(OC)cc3)C2=O)n1 (centres undefined) | 11.6 | 3.4 | 0.3 | 3.4 | -9.4 | -9.2 | 4.0 | -0.5 | 3.8

Going on with the list:
SMILES | PAFAH2 FP inh | PAFAH1B3 FP inh | LYPLA1 inh | GSTO1 counter | PAD4 inh | PREPL inhibitor | pPAFAH FP inh | LYPLA2 inh | PAFAH1B2 inh
CCN(CC)c1ccc2c(-c3ccc(S(=O)(=O)O)cc3S(=O)(=O)[O-])c3ccc(=[N+](CC)CC)cc-3oc2c1 | + | + | -4.6 | 197.6* | . | + | 172.8* | -15.7 | 174.4*
COc1cccc(C(=O)/C=C/Nc2cc(C)ccc2O)c1 | 6.6 | 12.1 | -3.3 | 3.7 | -3.0 | 25.1 | 2.6 | -6.2 | 2.9
CCCCCc1ccc(-c2cn(Cc3ccc([N+](=O)[O-])cc3)nn2)cc1 | -1.1 | 5.7 | -7.0 | -1.7 | 0.9 | 13.3 | -0.1 | -6.0 | 12.8
CN1CCN(C(=S)NC(=O)c2ccc(C(C)(C)C)cc2)CC1 | 3.4 | -2.5 | 2.9 | -2.3 | 3.9 | -3.4 | 4.9 | 8.1 | 3.6
O=C(COc1ccccc1[N+](=O)[O-])N/N=C/c1cccs1 | 3.6 | 1.6 | -3.7 | -0.7 | -6.8 | 14.9 | -1.1 | -0.7 | 1.1
CC(C)(C)OC(=O)N1Cc2ccccc2C[C@H]1C(=O)N1CCC[C@H]1C(=O)O | -7.6 | 1.1 | 4.6 | 11.3 | 2.9 | 14.2 | 3.6 | -0.1 | 6.1
Cn1cnnc1SCC(=O)Nc1cc(S(=O)(=O)N2CCCCCC2)ccc1Cl | 5.6 | 0.1 | -0.7 | 5.2 | -9.1 | -0.9 | 5.3 | 11.6 | 4.8
N#Cc1cn(-c2ccccc2)nc1-c1ccccc1 | 0.4 | -11.5 | -1.6 | -1.0 | 1.6 | 7.2 | -1.2 | -2.8 | -5.3

Source: PubChem BioAssay (The Scripps Research Institute Molecular Screening Center)

A portion of the library (hit frequency here may not be typical).
